# Vif-APOBEC3G blk = Vif-A3G binding inhibition; Q9HC16; HeLa A3G-eYFP + Vif (tagged APOBEC3G with the HIV-1 protein that degrades it), YFP fluorescence, overnight; Potency, µM (titrated, usually from 46.1 µM), without a hit: top-dose activity, negative = active, usual class: inhibitors; 410,000 tested, 0.076% active;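 also: potency is read from the fitted curve at half-maximal effect; % is scaled to controls: 0 for no effect and ±100 for the full control effect; nearly all actives have a fitted effect of over 60% in size; hits raise eYFP signal because A3G escapes Vif-driven loss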
# Target sequence (Q9HC16 whole entry, looked up): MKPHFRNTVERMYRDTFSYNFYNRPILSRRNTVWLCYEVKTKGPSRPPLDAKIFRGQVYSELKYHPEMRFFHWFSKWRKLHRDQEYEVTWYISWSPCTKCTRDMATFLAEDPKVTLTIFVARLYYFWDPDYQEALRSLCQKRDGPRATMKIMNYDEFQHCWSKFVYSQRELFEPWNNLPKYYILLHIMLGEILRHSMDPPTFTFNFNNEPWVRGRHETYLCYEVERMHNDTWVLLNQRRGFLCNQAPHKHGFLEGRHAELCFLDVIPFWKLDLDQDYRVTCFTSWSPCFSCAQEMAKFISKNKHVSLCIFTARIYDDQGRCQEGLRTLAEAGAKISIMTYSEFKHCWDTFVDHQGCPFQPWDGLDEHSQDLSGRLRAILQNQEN
#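 Read-out is eYFP fluorescence (Ex 488/Em 500-530) from Vif-expressing HeLa A3G-eYFP cells; more signal means A3G escaped Vif-mediated degradation. Cells plated overnight, compound pinned in, incubated overnight at 37 deg C.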
# RGS4 inhibitor = inhibitors of human regulator of G protein signaling 4; P49798; Transcreener GDP fluorescence polarization, RGS4-accelerated GTP hydrolysis; Potency, µM (highest dose often 114 µM), inactives show at the top dose activity change, negative = inhibition, actives largely listed as inhibitors; 390,000 tested, 0.039% active; also: potency is read from the fitted curve at half-maximal effect; % is scaled to controls: 0 for no effect and ±100 for the full control effect; nearly all actives have a fitted effect of over 75% in size; some results filed as inactive show a strong effect at the top dose
#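 MLSMR compounds (23 nl, pin-transferred) preincubated 10 min at room temperature with a 500nM (2x) first reagent, then RGS4 at 900nM (2x) plus Transcreener GDP mix added; fluorescence polarization (620/688 nm) read before and after 90 min at 30 °C.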
# D2 agonist = agonists of human D2 dopamine receptor. P14416. HEK293 T-REx D2 cells, calcium flux agonist mode. activation, % at 2 µM. 340,000 tested, 0.53% active. AID 485358;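 active = activation over 3 SD above normal in the single-dose calcium agonist read, cut at about 30% in these data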; also: 0% is about no effect
# Target sequence (P14416 whole entry, looked up): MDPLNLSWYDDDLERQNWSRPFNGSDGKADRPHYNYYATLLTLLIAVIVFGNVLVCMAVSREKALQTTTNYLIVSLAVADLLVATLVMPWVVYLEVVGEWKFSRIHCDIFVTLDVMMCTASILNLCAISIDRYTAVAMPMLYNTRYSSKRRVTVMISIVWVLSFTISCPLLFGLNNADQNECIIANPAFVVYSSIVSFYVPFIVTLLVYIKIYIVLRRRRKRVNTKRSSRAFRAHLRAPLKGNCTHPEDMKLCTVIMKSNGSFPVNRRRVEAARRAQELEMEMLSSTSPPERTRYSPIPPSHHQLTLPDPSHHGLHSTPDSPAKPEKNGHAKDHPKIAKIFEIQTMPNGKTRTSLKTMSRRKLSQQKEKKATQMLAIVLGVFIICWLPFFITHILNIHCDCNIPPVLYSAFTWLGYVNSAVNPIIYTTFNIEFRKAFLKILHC
#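 HEK293 Trex D2 cells, tetracycline-induced, o/n 30 C 5% CO2; no-wash Ca dye, RT 30–90 min; 10-cycle baseline, 23 nl cpd added, kinetic Ca read 180 s; agonist hits = positive Ca response.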
# D2 antagonist = antagonizes the human D2 dopamine receptor. AID 485344. 340,000 tested, 2% active. P14416. HEK293 TREx D2 cells, calcium flux, dopamine EC80. inhibition, % at 10 µM; in the data active = inhibition above about 30%; also: 0% is about no effect
#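 Antagonism is scored as inhibition of an EC80 dopamine-evoked calcium signal in a force-coupled, tetracycline-inducible HEK293 T-REx D2 line, with compound present 180 s before agonist.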
# LDHA block = blocks human lactate dehydrogenase A; P00338; purified LDHA, NADH/diaphorase-resazurin fluorescence; hits give low values; activity change, % (values are at about 110 or 230 µM); 480,000 tested, 0.15% active; in the data active = activity change below about -30%; inconclusive = mostly about -25% to -30%;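 also: plate controls were DMSO wells for no effect and wells without enzyme for full effect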
#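 LDH5 2 nM; NADH 0.06 mM, pyruvate 0.2 mM; 200 mM Tris pH 7.4, EDTA, Tween-20; 5 min RT. Detection: diaphorase 0.133 mg/mL + resazurin 37 µM, fluorescence ex540/em590 at 0 and 20 min; normalized to enzyme-free and DMSO wells.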
# Vif-APOBEC3F blk = Vif-A3F binding inhibition; HeLa A3F-eYFP + Vif (tagged APOBEC3F with the HIV-1 protein that degrades it), YFP fluorescence increase; Potency, µM (doses to about 46.1 µM), for inactives: at the highest dose activity, negative = active; 390,000 tested, 0.2% active; AID 602313; also: potency is read from the fitted curve at half-maximal effect; % of control where 0% means no effect; nearly all actives have a fitted effect of over 65% in size
#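 Fluorescence increase (Ex 488/Em 500-530) after overnight compound treatment at 37 deg C flags inhibition of Vif-driven A3F-eYFP loss in stable HeLa A3F-eYFP/Vif cells seeded overnight beforehand.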
# Glioma ERSR ind = ER stress response induction in glioma; U87-MG GRP78 promoter luciferase reporter, 16 h; 420,000 tested, 0.02% active; Potency, µM, for the others: at the highest dose activation, usual class: activators; also: potency is read from the fitted curve at half-maximal effect; series mostly up to about 76 µM; % of control where 0% means no effect; nearly all actives have a fitted effect of over 35% in size
#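 Stably transfected U87-MG human glioma cells carrying a GRP78-based luminescent sensor were seeded at 1000 cells/well, pin-dosed with compounds and incubated 16 h. Luciferase reagent was then added, and end-point luminescence was read after 10 min at room temperature.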
# 12-LOX inh = ALOX12 (human) lipoxygenase inhibition; Potency, µM (titrated, usually from 108 µM), for inactives: at the highest dose activity change, negative = inhibition, most hits filed as inhibitors; purified 12hLO, xylenol orange hydroperoxide absorbance; 580,000 tested, 1.1% active; also: potency is read from the fitted curve at half-maximal effect; % is scaled to controls: 0 for no effect and ±100 for the full control effect
#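 Hydroperoxide product was detected by ferrous iron/xylenol orange as the 573 to 405 nm absorbance ratio. Arachidonic acid at 40 uM (final) was turned over for 30 min at room temperature by 150 nM human 12hLO, pH 7.0 Hepes buffer, after 15 min compound preincubation.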
# ERG Ets-DNA blk = ERG Ets/DNA interaction inhibition. P11308. fluorescence polarization, His-ERG Ets domain / labelled DNA. Potency, µM (series often up to 76.9 µM), for the others: top-dose FP activity, negative = inhibition, actives largely listed as inhibitors. 370,000 tested, 0.028% active; active = well fitted inhibition curve with a large enough effect in the polarisation, with a control signal flat; inconclusive = small, poorly fitted or top-dose-only effect, or effect the other way, or a change in a side signal; inactive = no such curve, though single readings can be large or run the other way; the % refers to the polarisation;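 also: polarization taken with two DNA probes labelled with fluorescein and Texas red; potency is read from the fitted curve at half-maximal effect; % of control where 0% means no effect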
#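 His-tagged ERG Ets domain (1 uM in the protein solution; 300mM KCl, 50mM Tris-HCl, 1mM EDTA, 1mM DTT, pH 7.5) received compound, then a probe mix of 5 nM fluorescein-DNA and 100nM Texas-615-DNA. Fluorescence polarization was read for both dyes.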
# Active calls of the source: *; ? = inconclusive; . = no result given; [ ] = remark or other dose. Unless noted, calls follow the shape of the dose curve; as a rule, active = well fitted curve in the direction sought with a large enough effect; inconclusive = small, poorly fitted or top-dose-only effect, or another doubt; inactive = no such curve, though single readings can be large; an effect the other way counts as inactive or inconclusive.
SMILES,Vif-APOBEC3G blk,RGS4 inhibitor,D2 agonist,D2 antagonist,LDHA block,Vif-APOBEC3F blk,Glioma ERSR ind,12-LOX inh,ERG Ets-DNA blk
O=C(NC1CCCC1)c1cc(-c2cccc(Cl)c2)on1,3%,-32%,-2.2,7,-3,8%,9%,9%,2%
CCn1nnc(NC(=O)c2cc(Cl)c(OC)c(Cl)c2)n1,-6%,-2%,-0.7,0,-4,8%,-2%,0%,10%
CN(Cc1ccccc1F)C(=O)CN1C(=O)NC2(CCc3ccccc32)C1=O (configuration not stated),-3%,26%,-0.8,1,-3,2%,-5%,-6%,1%
NC(=O)c1nc(N2CCOCC2)nc(N2CCOCC2)n1,0%,17%,1.3,1,-5,1%,-4%,0%,5%
CCOC(=O)C1=C(CC)Nc2ccccc2N/C1=N\S(=O)(=O)c1ccc2ccccc2c1,?,-8%,1.5,-1,0,-8%,-4%,3%,0%
O=c1c2ccccc2ncn1-c1ccccc1[N+](=O)[O-],5%,19%,0.3,-8,-9,-3%,-4%,33%[activator],-1%
O=C1C(=Nc2cccc(Cl)c2)CC(c2ccc(Cl)cc2)N1c1cccc(Cl)c1 (configuration not stated),-4%,-7%,0.7,-19,-6,-8%,-3%,-6%,-10%
CC1(C)CC2(C)OC(=N)C1(C#N)C2(C#N)C#N (configuration not stated),-23%,-2%,1.1,0,-12,11%,-10%,3%,1%
O=C(Oc1c(CN2CCOCC2)cc(Cl)c2cccnc12)c1ccccc1Cl,-24%,-5%,-0.7,19,18,6%,-4%,-9%,2%
C/C(=N\Nc1ccc([N+](=O)[O-])cc1[N+](=O)[O-])c1ccc(-n2nncc2C(C)(C)C)cc1,2%,-11%,2.8,-2,2,2%,-1%,-24%,11%
COC(=O)c1cccc(C(=O)Nc2ccc(C)cc2)n1,1%,-7%,0.4,-15,-3,0%,0%,-4%,-3%
COc1ccc(/C=C2\CCCC3C2=NN(C(=O)c2scnc2C)C3c2ccc(OC)cc2)cc1 (configuration not stated),1%,3%,0.3,8,-5,0%,1%,-7%,-4%
O=C(CN1C(=O)c2ccccc2C1=O)NC1CCC(O)CC1 (configuration not stated),1%,3%,0.3,27,-2,-7%,-4%,186%[activator],.
c1ccc(-c2nc(NCCCn3ccnc3)c3ccccc3n2)cc1,2%,1%,-0.2,-9,-23,-17%,-3%,4%,-20%
Cc1ccc(-c2nn(C)c(=O)c3ccccc23)cc1CNS(C)(=O)=O,-13%,-13%,0.3,0,-10,-21%,7%,38%[activator],3%
CN(C(=O)CSc1ncnc2sccc12)C1CCS(=O)(=O)C1 (configuration not stated),-9%,-13%,-0.4,-16,-4,4%,-6%,346%[activator],12%
CSc1ncccc1C(=O)N1CCC1(C)C(=O)NC(C)C (configuration not stated),0%,.,.,.,-5,.,-4%,11%,.
O=C(CNc1ccccc1)N/N=C/c1c[nH]c2ccccc12,-26%,-12%,-0.8,-4,1,-6%,-3%,-1%,2%
Cc1ccc(SCC(=O)Nc2ccc(N3CCN(C)CC3)c(F)c2)cc1,0%,-10%,1.0,-34,-7,-5%,-2%,-9%,-1%
CCOc1ccccc1N(CC(=O)Nc1ccccc1C(=O)O)S(C)(=O)=O,0%,18%[11.4 µM],0.4,8,-5,-9%,-5%,-4%,3%
O=S(=O)(c1ccccc1Br)N1CCN(c2nc(-c3cccs3)nc3ccccc23)CC1,1%,6%,.,.,3,.,-2%,.,.
Cc1nc2c3cc(F)ccc3n(Cc3ccc(F)cc3)c2s1,?,5%[11.4 µM],-0.5,-13,5,-13%,-3%,-2%,3%
CC1(C(=O)NS(=O)(=O)c2cccc(F)c2)CCN1C(=O)Cc1cccs1 (configuration not stated),-1%,.,.,.,-3,.,-2%,?,.
CN1CCN(CCOc2cccc(Cl)c2)CC1,1%,-18%,-0.2,15,0,-4%,-1%,?,1%
CN1CCCC(OC(=O)c2cccc(Br)c2)C1 (configuration not stated),0%,-11%,0.9,-10,-6,-14%,0%,-28%,-3%
O=C(O)C1CC=CCC1C(=O)NCCCN1CCCC1=O (configuration not stated),1%,-10%,-0.5,1,-1,0%,-5%,2%,12%
COc1ccccc1/C(C)=N/NC(=S)NCc1ccccc1,0%,-4%,-0.3,-3,-1,?,-4%,40µM*,-6%
Fc1ccc(NCc2cn3ccccc3n2)cc1,0%,12%,1.1,7,-1,-3%,3%,0%,-5%
CC(/C=C/c1ccccc1)=N/O,0%,-15%,-0.8,-2,-3,-3%,6%,-15%,-3%
Cc1ccc(C(=O)Nc2cccc(S(=O)(=O)N3CCOCC3)c2)cc1[N+](=O)[O-],0%,-6%,0.8,6,-4,?,-4%,-9%,9%
CCOc1ccc(NC(=O)Cc2ccccc2)c([N+](=O)[O-])c1,0%,?,-2.0,-2,-8,0%,1%,-24%,-2%
COc1ccc(OC2CCN(S(=O)(=O)c3ccccc3)CC2)cc1,-3%,-12%,-1.3,-9,-3,-6%,-7%,56%[activator],13%
CCc1ccc(NC(=O)CN(c2ccc(C)cc2)S(=O)(=O)c2c(C)nn(C)c2C)cc1,-6%,-18%,-0.3,.,0,0%,-6%,-25%,0%
CN(C)CCOC(=O)C12CC3(C)CC(C)(CC(C)(C3)C1)C2,0%,3%,-0.1,20,6,-2%,-4%,1%[57.4 µM],.
Nc1ncn(CC(=O)c2ccccc2)n1,4%,6%,0.6,-2,-12,0%,0%,0%,-1%
C=CCNC(=O)c1ccc2nc(Cc3ccc(OC)cc3)oc2c1,5%,-5%,.,.,1,11%,5%,0%,8%
Cc1nc(SCC(=O)c2ccc(Cl)cc2)c([N+](=O)[O-])[nH]1,-1%,-10%,0.1,1,0,0%,-4%,-48%,-10%
COC(=O)c1ccccc1NC(=O)c1cc(C)nc2c1c(C)nn2-c1ccc(C)cc1,-6%,-37%,0.9,.,-5,3%,-2%,-8%,0%
COc1ccc(C(=O)N(Cc2ccccc2)Cc2cc3cc4c(cc3[nH]c2=O)OCCO4)cc1,-18%,-15%,0.1,11,1,-2%,-4%,5%,-5%
COc1c(Cl)cc(C(=O)NN)cc1Cl,?,13%,.,.,-8,?,-4%,-3%,-5%
COC(=O)CCN1CCN(S(=O)(=O)c2ccc3c(c2)OCCO3)CC1,0%,13%,-0.4,-23,1,4%,-2%,?,13%

# Some of the compounds tested; rates above refer to the full screens.
